LDHA inh – blocks human lactate dehydrogenase A | P00338 | purified LDHA, NADH/diaphorase-resazurin fluorescence; hits give low values | activity change, % (values are at about 110 or 230 µM) | 480,000 compounds, 0.15% hits | AID 1347041; in the data active = activity change below about -30%; inconclusive = mostly about -25% to -30%;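 also: plate controls were DMSO wells for no effect and wells without enzyme for full effect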
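Remaining NADH was detected by diaphorase (0.133 mg/mL) converting 37 µM resazurin to fluorescent resorufin, read at 0 and 20 minutes. The preceding 5-minute room-temperature reaction used 2 nM LDHA, 0.2 mM sodium pyruvate and 0.06 mM NADH at pH 7.4.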
GRP78 ERSR act – ER stress response induction in glioma; U87-MG GRP78 promoter luciferase reporter, 16 h; Potency, µM, for the others: top-dose activation, hits mostly activators; 420,000 compounds, 0.02% hits; also: potency is read from the fitted curve at half-maximal effect; series mostly up to about 76 µM; % of control where 0% means no effect; nearly all actives have a fitted effect of over 35% in size
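Stably transfected U87-MG human glioma cells carrying a GRP78-based luminescent sensor were seeded at 1000 cells/well, pin-dosed with compounds and incubated 16 h. Luciferase reagent was then added, and end-point luminescence was read after 10 min at room temperature.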
Vif-APOBEC3F blk – Vif-A3F binding inhibition; HeLa A3F-eYFP + Vif (tagged APOBEC3F with the HIV-1 protein that degrades it), YFP fluorescence increase; Potency, µM (top dose mostly 46.1 µM), inactives show at the highest dose activity, negative = active; 390,000 compounds, 0.2% hits; AID 602313; also: potency is read from the fitted curve at half-maximal effect; % of control where 0% means no effect; nearly all actives have a fitted effect of over 65% in size
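HeLa cells stably expressing Vif plus C-terminally eYFP-tagged A3F were seeded, incubated overnight at 37 deg C, dosed with compound, incubated overnight again at 37 deg C. Yellow fluorescence (Ex 488/Em 500-530) reported blocked Vif-mediated A3F-eYFP degradation.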
Vif-APOBEC3G blk – inhibitors of Vif-APOBEC3G interaction. Q9HC16. HeLa A3G-eYFP + Vif (tagged APOBEC3G with the HIV-1 protein that degrades it), YFP fluorescence, overnight. Potency, µM (doses to about 46.1 µM), inactives show at the top dose activity, negative = active, hits mostly inhibitors. 410,000 compounds, 0.076% hits;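 also: potency is read from the fitted curve at half-maximal effect; % is scaled to controls: 0 for no effect and ±100 for the full control effect; nearly all actives have a fitted effect of over 60% in size; hits raise eYFP signal because A3G escapes Vif-driven loss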
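Read-out is eYFP fluorescence (Ex 488/Em 500-530) from Vif-expressing HeLa A3G-eYFP cells; more signal means A3G escaped Vif-mediated degradation. Cells plated overnight, compound pinned in, incubated overnight at 37 deg C.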
PI4K2A inh – inhibitors of human PI4K2A; purified PI4K2A, ADP-Glo luminescence, 1 h; hits give low values; Q9BTU6; activity change, negative = inhibition, % at 76.9 µM; 420,000 compounds, 0.13% hits; in the data active = activity change below about -50%; inconclusive = mostly about -30% to -49%;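 also: -100% = wells without enzyme as full effect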
Target sequence (Q9BTU6 whole entry, looked up): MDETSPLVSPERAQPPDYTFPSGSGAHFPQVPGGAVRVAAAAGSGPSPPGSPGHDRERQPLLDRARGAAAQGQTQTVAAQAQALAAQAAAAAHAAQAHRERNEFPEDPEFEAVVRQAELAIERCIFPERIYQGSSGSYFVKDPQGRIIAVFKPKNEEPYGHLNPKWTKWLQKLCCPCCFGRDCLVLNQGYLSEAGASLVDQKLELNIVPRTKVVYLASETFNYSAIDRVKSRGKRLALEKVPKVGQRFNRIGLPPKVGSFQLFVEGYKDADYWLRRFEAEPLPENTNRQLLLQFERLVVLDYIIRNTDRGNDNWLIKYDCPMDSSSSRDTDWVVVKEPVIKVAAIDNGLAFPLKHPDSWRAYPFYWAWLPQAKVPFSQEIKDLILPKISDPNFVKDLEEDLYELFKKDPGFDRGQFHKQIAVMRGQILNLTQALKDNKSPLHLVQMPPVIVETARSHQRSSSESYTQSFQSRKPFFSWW
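ADP-Glo luminescence measured ADP generated by PI4K2A enzyme (4 ug/mL before mixing) with 1.2 mM PI substrate (pre-mix) and 300 microM ATP (pre-mix). Tris pH7.5 buffer with MgCl2, Triton X-100; 1 h reaction at ambient temperature.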
RXFP1 ag – agonists of human relaxin receptor RXFP1 | HEK293T-RXFP1 cAMP TR-FRET, 30 min; response scale: percent of porcine relaxin response, buffer zero | Potency, µM (top dose mostly 57.5 µM), for inactives: at the top dose activation, actives largely listed as activators | 370,000 compounds, 0.3% hits | AID 2676 | Q9HBX9; also: potency is read from the fitted curve at half-maximal effect; % is scaled to controls: 0 for no effect and ±100 for the full control effect; nearly all actives have a fitted effect of over 60% in size; many of its hits are not listed in these tables
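HEK293 cells stably expressing RXFP1, treated 30 min at 37C with compounds plus PDE4 inhibitor Ro 20174; cAMP measured by HTRF TR-FRET. Normalized to buffer and 29 nM porcine relaxin; EC50 by Hill fit.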
TrxR1 substrate – is turned over as a substrate by rat TrxR1; AID 588456; purified TrxR1 substrate turnover, NADPH consumption readout; Potency, µM (top dose mostly 114 µM), for inactives: at the highest dose activity change, negative = substrate turnover; 390,000 compounds, 0.01% hits; O89049; also: potency is read from the fitted curve at half-maximal effect; % is scaled to controls: 0 for no effect and ±100 for the full control effect; nearly all actives have a fitted effect of over 50% in size
Target sequence (O89049 whole entry, looked up): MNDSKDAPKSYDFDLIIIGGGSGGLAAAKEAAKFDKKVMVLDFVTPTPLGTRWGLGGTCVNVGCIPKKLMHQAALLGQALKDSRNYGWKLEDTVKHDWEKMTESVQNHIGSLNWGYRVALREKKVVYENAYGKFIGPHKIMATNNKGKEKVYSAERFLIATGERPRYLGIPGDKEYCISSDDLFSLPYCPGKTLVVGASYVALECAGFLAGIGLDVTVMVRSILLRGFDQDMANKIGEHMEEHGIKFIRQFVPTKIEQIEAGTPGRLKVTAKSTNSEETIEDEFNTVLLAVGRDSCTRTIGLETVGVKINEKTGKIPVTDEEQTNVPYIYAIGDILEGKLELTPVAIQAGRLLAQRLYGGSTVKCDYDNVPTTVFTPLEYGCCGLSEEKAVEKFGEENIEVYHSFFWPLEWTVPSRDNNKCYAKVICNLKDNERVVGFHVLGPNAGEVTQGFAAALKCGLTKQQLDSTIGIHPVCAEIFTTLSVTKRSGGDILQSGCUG
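Rat TrxR1, dispensed at 90 nM, was prereduced with 400 uM NADPH (final) for 5 min at ~22 deg C, then incubated with compound 15 min before 400 uM selenite. A first-read NADPH fluorescence drop versus no-compound background flagged substrates.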
USP1-UAF1 inh – inhibitors of human USP1/UAF1 deubiquitinase. recombinant USP1/UAF1, Ub-Rhodamine cleavage fluorescence. O94782. 390,000 compounds, 0.23% hits. Potency, µM (titrated, usually from 57.1 µM), for the others: at the highest dose activity change, negative = inhibition, usual class: inhibitors; also: potency is read from the fitted curve at half-maximal effect; % is scaled to controls: 0 for no effect and ±100 for the full control effect; nearly all actives have a fitted effect of over 60% in size; inactives centre near -12
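USP1/UAF1 complex at 1 nM was preincubated with compound for 15 min at room temperature, then Ub-Rho substrate (150nM final) was added. Fluorescence (480/540 nm) was read kinetically, 6 reads every 60 seconds.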
IDH1 R132H inh – inhibitors of human mutant IDH1 R132H | O75874 | IDH1-R132H enzyme, NADPH consumption, diaphorase/resazurin fluorescence | Potency, µM (doses to about 76.6 µM), inactives show at the top dose activity change, negative = inhibition, most hits filed as inhibitors | 390,000 compounds, 0.093% hits; also: potency is read from the fitted curve at half-maximal effect; % is scaled to controls: 0 for no effect and ±100 for the full control effect; nearly all actives have a fitted effect of over 65% in size
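IDH1-R132H (0.5 ug/mL) preincubated 30 min with compound, then NADPH (0.016 mM) and alpha-KG (2 mM) added; 80 min at RT, pH 7.5. Remaining NADPH coupled via diaphorase/resazurin to fluorescence (540/590 nm); concentration-response curves normalized to no-enzyme control.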
Starred values were filed as active, the others as inactive; ? = inconclusive; . = not tested or not shown; & = joins results of further samples; ! = not active in a repeat; [ ] = dose if it differs, or a comment. Unless noted, calls follow the shape of the dose curve; as a rule, active = well fitted curve in the direction sought with a large enough effect; inconclusive = small, poorly fitted or top-dose-only effect, or another doubt; inactive = no such curve, though single readings can be large; an effect the other way counts as inactive or inconclusive. These rows are one share of the data. The share of hits here may be higher or lower than overall.

SMILES	LDHA inh	GRP78 ERSR act	Vif-APOBEC3F blk	Vif-APOBEC3G blk	PI4K2A inh	RXFP1 ag	TrxR1 substrate	USP1-UAF1 inh	IDH1 R132H inh
CCOC(=O)c1cnc2c(ccc3ccccc32)c1Nc1cccc(C(F)(F)F)c1	-4	-2%	-7%	-4%	-2	0.3%	3%	-21%	18%
Cc1ccc(Cn2nc(-c3ccccc3)nc2-c2ccccc2)cc1	-4	14%	-7%	-11%	2	-0.7%	-11%	-4%	-5%
O=[N+]([O-])c1cccc(CSc2nnc3ccccn23)c1	-4	-2%	5%	2%	-1	25µM*	1%[57.1 µM]	-20%	3%
COc1ccc(/C=N/n2c(C)nc3sc(C)c(C)c3c2=O)cc1OC	-4	-3%	5%	1%	-2	-4.2%	-4%	-15%	-9%
CN(CC(=O)Nc1cccc(F)c1)C(=O)c1cccc2ccccc12	-12&3	-2%	-8%	-1%	6	1.8%	-9%	-9%	3%
COc1ccc(NC(=O)C2CCN(C(=O)c3sc4nc[nH]c(=O)c4c3C)CC2)c(OC)c1	0	-2%	3%	-1%	2	11%	3%[57.1 µM]	-6%	-2%
COc1ccc(CCN(C)CCC(=O)Nc2cc(C)ccc2C)cc1OC	1	-3%	8%	0%	-1	1.4%	2%[57.1 µM]	2%	-3%
CC(=O)Oc1ccc2cc(-c3ccccc3)c(=O)oc2c1	-31*!	3%	7%	7%	-10	-17%	64%	-21%	-2%
COc1ccccc1N1CCN(S(=O)(=O)c2cnc[nH]2)CC1	-1	-4%	-2%	0%	-4	-0.1%	2%[57.1 µM]	-18%	4%
COc1cc(Cl)c(C)cc1NC(=O)COc1cc(C)nc(C(C)C)n1	-7	-2%	8%	0%	-3	1.7%	0%[57.1 µM]	-3%	6%
Cc1cc(C)n2c(SCC(O)=C(C#N)c3nc4ccccc4[nH]3)nnc2n1	16	0%	-29%	-14%	-16	.	-5%	-14%	-13%
CSc1nnc(-c2cc3c(s2)-c2ccccc2CC3)o1	1	7%	3%	-5%	-3	9.8%	237%[activator][57.1 µM]	-22%	5%
Cc1cc(C(=O)COC(=O)c2nc3nccc(C)n3n2)c(C)n1CC1CCCO1 (stereo not drawn)	-3	1%	0%	-1%	-4	3.6%	4%[57.1 µM]	-12%	6%
O=S(=O)(Cc1ccccc1Cl)N1CCCC1	-5	-6%	?	1%	-1	2.8%	5%[57.1 µM]	-6%	12%
CCN(CC)CCCNC(=O)c1oc2c(c1C)-c1nn(Cc3ccc(Cl)cc3)cc1CC2	13	-9%	?	-2%	0	0.2%	-1%	-10%	-14%
Cc1ccc(S(=O)(=O)NC(C)C(c2cccs2)N2CCOCC2)cc1 (stereo not drawn)	-3	-1%	6%	2%	2	9.0%	13%[57.1 µM]	-22%	3%
COc1cc(CN2CCCC(CO)(Cc3ccccc3F)C2)ccc1O (stereo not drawn)	-12	3%	-4%	-6%	8	-0.3%	-3%	-14%	-10%
CCCOc1ccc(C2c3c(-c4ccccc4O)n[nH]c3C(=O)N2CCCOCC)cc1OCC (stereo not drawn)	3	2%	4%	-8%	1	-1.0%	-13%	2%	-11%
Cc1cc2c(cc1C)/C(=C\C(N)=O)NC(C)(C)C2	-9	-3%	-4%	-5%	-3	-0.3%	-3%	1%	8%
COc1ccc(C(=O)NC(=S)Nc2ccccc2N2CCOCC2)cc1Br	-4	-4%	?	2%	3	5.7%	-1%	-15%	-2%
Cc1ccc(S(=O)(=O)c2cnc(SC(C)C(=O)Nc3ccccc3)[nH]c2=O)cc1 (stereo not drawn)	1	-5%	-5%	3%	-24	-2.2%	4%	-22%	-2%
Cc1ccc(OC(=O)CN2C(=O)c3ccccc3C2=O)cc1C	-5	-6%	-7%	4%	1	3.1%	-6%	-24%	0%
COc1ccc(C)cc1NC(=O)CSc1nc2scc(C)c2c(=O)[nH]1	-1	-1%	?	?	-3	1.7%	12%	-13%	5%
Cc1ccc(C(=O)N2N=C(c3ccc(Br)cc3)CC2c2ccccc2O)cc1 (stereo not drawn)	-10	-12%	-4%	-6%	-1	0.7%	38%	-18%	-5%
O=C(N/N=C/c1cc(Br)c(Br)o1)c1cc2ccccc2o1	-44*	-5%	?	-9%	3	2.7%	13%	-25%	-5%
Cc1ccc(Cl)cc1N1CCN(C(=O)C2CCC(=O)N(C3CCCCCC3)C2)CC1 (stereo not drawn)	-7	1%	-19%	-6%	-3	-1.5%	-1%	-8%	-1%
COc1cc(C)cc2oc(=O)c(CC(=O)NCc3cccc(Cl)c3)c(C)c12	-10	2%	1%	-14%	-3	12%	26%	-27%	-12%
CCC(=O)Nc1cccc(NC(=O)c2ccc(C)c([N+](=O)[O-])c2)c1	0	2%	7%	-4%	-2	0.4%	4%	-15%	0%
CCOC(=O)C1=CC[C@@H](c2ccccc2)N(S(=O)(=O)c2ccc(C)cc2)[C@H]1c1ccc(C#N)cc1	-7	-1%	.	-3%	1	.	.	.	.
COc1ccc(NS(=O)(=O)c2cc(NC(=O)c3cncc(Br)c3)ccc2OC)cc1	-6	-4%	6%	0%	4	.	4%	-10%	-4%
CCCCOC(=O)CNc1n[nH]c(=S)[nH]c1=O	-1	-3%	-11%	1%	7	?	2%	-16%	0%
Cc1ccc(CN2CCN(CC(=O)Nc3ccc(C)c(C)c3)S2(=O)=O)cc1	0	-3%	-1%	3%	-1	3.2%	-8%	-29%	-8%
C/C(=N/NC(=O)CNC(=O)c1ccncc1)c1ccc(Cl)cc1	-10	-5%	0%	4%	2	-1.8%	11%[57.1 µM]	5%	9%
CCc1ccc2[nH]c(=O)c(CN(CCO)C(=O)NCc3ccccc3)cc2c1	-1	0%	-11%	-6%	6	1.4%	7%	-17%	-4%
Cc1c(NC(=O)c2ccc3c(c2)C(=O)N(CC2CCCO2)C3=O)cccc1C(=O)O (stereo not drawn)	-4	1%	2%	2%	2	-0.1%	-3%	-8%	5%
COc1cc(O)c(C(C)=O)c2c1C=CC(C)(C)O2	2	-3%	-5%	-1%	2	.	-3%	-18%	16%
N#Cc1c(-c2ccccc2)c(-c2ccccc2)nn(CC(=O)NNC(=O)Nc2ccc(Cl)c(Cl)c2)c1=O	-2	0%	.	-5%	2	2.0%	-8%	-25%	-2%
Clc1cccc(CNc2ccn3nc(-c4ccccc4Cl)cc3n2)c1	-6	4%	.	-4%	-3	.	.	.	.
COc1ccc(F)cc1S(=O)(=O)Nc1ccc2c(c1)CCCN2C(=O)c1cccs1	1	-1%	1%	-5%	1	0.3%	6%[57.1 µM]	-1%	-3%
Cc1cc(-c2nnc(SCC(=O)Nc3cccc(C)c3C)n2N)n[nH]1	-1	-6%	8%	-3%	-4	-0.8%	3%	-10%	3%
COc1ccc(CCNC(=S)Nc2ccc(OC)cc2)cc1	-1	4%	2%	5%	13	-0.3%	7%	-27%	0%
O=C(CSCC(=O)c1ccc([N+](=O)[O-])cc1)c1ccc([N+](=O)[O-])cc1	-2	-2%	.	-2%	-5	.	.	.	.
CCSc1nnc(C)c(=O)n1COC(=O)c1ccc(S(=O)(=O)N2CCCC2)cc1	-10	-3%	9%	4%	-7	-0.5%	-6%	1%	-4%
C/C(=N\Nc1nc(C(C)(C)C)cs1)c1ccccc1	-1	7%	-18%	-7%	-2	1.2%	-9%	-29%	6%
O=C(NCC(O)c1ccc([N+](=O)[O-])cc1)c1cccc(S(=O)(=O)N2CCCC2)c1 (stereo not drawn)	-6	-4%	7%	-1%	2	2.8%	2%[57.1 µM]	-25%	16%
CC(C)CC(=O)Nc1ccccc1N1CCOCC1	1	-1%	.	0%	0	-0.9%	9%	-12%	8%
O=C(CN1C(=O)c2ccc([N+](=O)[O-])cc2C1=O)Nc1cc(S(=O)(=O)N2CCOCC2)ccc1Cl	3	7%	3%	-2%	0	1.4%	10%	-11%	11%
Nc1c(C(=O)N2CCCC2)sc2nc(-c3ccccc3)ccc12	-5	?	7%	-18%	0	28%	-3%	-23%	-9%
Cc1ccc(-c2nc3ccccc3o2)cc1NC(=S)NC(=O)/C=C/c1ccco1	-12	13%	-27%	?	6	-0.2%	9%[57.1 µM]	-8%	1%
CCC(C(=O)NCc1ccccc1OC)n1nc(C)n2c(cc3sccc32)c1=O (stereo not drawn)	1	-3%	1%	2%	1	16%	-2%	-22%	-11%
O=C(O)CCc1ccc(S(=O)(=O)Nc2cc(C(F)(F)F)ccc2N2CCCC2)cc1	-2	-3%	1%	-1%	-7	0.2%	0%	-21%	0%

Gathered by group: those above with a COOH group.
SMILES	LDHA inh	GRP78 ERSR act	Vif-APOBEC3F blk	Vif-APOBEC3G blk	PI4K2A inh	RXFP1 ag	TrxR1 substrate	USP1-UAF1 inh	IDH1 R132H inh
Cc1c(NC(=O)c2ccc3c(c2)C(=O)N(CC2CCCO2)C3=O)cccc1C(=O)O (stereo not drawn)	-4	1%	2%	2%	2	-0.1%	-3%	-8%	5%
O=C(O)CCc1ccc(S(=O)(=O)Nc2cc(C(F)(F)F)ccc2N2CCCC2)cc1	-2	-3%	1%	-1%	-7	0.2%	0%	-21%	0%

Bioassay records (PubChem)
